PKA kinase inh – inhibitors of human PKA kinase activity, primary screen, biochemical, ATP-depletion luminescence, Kemptide substrate | PKA Kemptide phosphorylation, Kinase-Glo ATP luminescence | 65,000 tested, 0.1% active | inhibition, % at 6 µM | cAMP-dependent protein kinase catalytic subunit alpha (Homo sapiens), P17612;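 active means inhibition above the screen-wide mean inhibition plus 3 SD, cut at about 21% in these data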; further: many of its hits are not listed in these tables
JNK3 blocker – JNK3 kinase activity inhibitors, primary screen, biochemical, human, purified enzyme; inhibition, % at 8 µM; Mitogen-activated protein kinase 10 (Homo sapiens), P53779; 60,000 tested, 0.61% active; HTS; in the data active means inhibition above about 17%;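 further: 0% = DMSO and 100% = reference inhibitor; many of its hits are not listed in these tables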
CatL inh – inhibitors of human cathepsin L, biochemical; Procathepsin L (Homo sapiens), P07711; purified cathepsin L, fluorogenic substrate, fluorescence; inhibition, %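 (tested at 10 µM)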; 58,000 tested, 0.17% active; AID 460, 2006; in the data active means inhibition above about 45%;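 further: 0% = enzyme with no compound and 100% = no enzyme blank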
CatS block – inhibitors of human cathepsin S, biochemical, compound mixtures | 62,000 tested, 0.06% active | P25774 | recombinant cathepsin S, AMC dipeptide fluorescence, pooled mixtures | inhibition, %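 (tested at 5 µM per compound within 10-compound mixtures)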 | AID 501, 2006; in the data active means inhibition above about 32%, passing the limit was not always enough;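 further: 0% = enzyme without compound and 100% = blank without enzyme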
FXIIa mix inh – human factor XIIa inhibitors, primary screen, biochemical, pooled compound mixtures, fluorogenic substrate; Coagulation factor XII (Homo sapiens), P00748; purified FXIIa; inhibition, % at 5 µM; 62,000 tested, 0.2% active;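 further: 0% = enzyme without compound and 100% = no enzyme blank; some results filed as inactive read as strong as hits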
Cathepsin G inh – human cathepsin G inhibitors, primary screen, biochemical, pooled compound mixtures, AMC fluorescence | P08311 | purified enzyme, AMC-tetrapeptide fluorescence | inhibition, % at 5 µM (by protocol) | 62,000 tested, 0.2% active | AID 581, 2007;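 active means inhibition above 20% in each of the two mixture wells holding the compound; inactive means inhibition of 20% or less in either well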;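 further: 0% = enzyme control without mixture and 100% = blank lacking enzyme; strong numbers were not always called active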
FXIa inh mix – FXIa protease inhibitors in compound pools, primary screen, biochemical, 10-compound mixtures | Coagulation factor XI (Homo sapiens), P03951 | purified FXIa, fluorogenic substrate, pooled mixtures | inhibition, % at 5 µM | 62,000 tested, 0.19% active | AID 680, 2007;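 further: each value is inhibition by a whole ten-compound pool holding the compound; 0% = enzyme with no mixture and 100% = wells lacking enzyme; strong numbers were not always called active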
C1s inh – complement C1s protease inhibitors, primary screen, biochemical, 10-compound mixtures | Complement C1s subcomponent (Homo sapiens), P09871 | purified C1s, fluorogenic AMC substrate, pooled mixtures | mean inhibition % of two 10-compound mixtures (hits give high values), % at 5 µM (by protocol) | 62,000 tested, 0.16% active;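 active means inhibition above 20% in each of the two 10-compound mixture wells holding the compound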;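 further: 0% = enzyme wells lacking compound mixture and 100% = no-enzyme blank wells; some compounds called inactive have numbers as strong as hits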
ROCK2 blocker – inhibitors of human ROCK2 kinase, primary screen, biochemical, high-throughput, luminescence; Rho-associated protein kinase 2 (Homo sapiens), O75116; inhibition, % at 6 µM; purified ROCK2, Kinase-Glo ATP depletion luminescence; 60,000 tested, 0.35% active;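 active means inhibition above the screen-wide mean inhibition plus 3 SD, cut at about 18% in these data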;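 further: plate controls were DMSO wells for no effect and Y-27632 control wells after no-enzyme background subtraction for full effect; many of its hits are not listed in these tables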
Target sequence (O75116 whole entry, looked up): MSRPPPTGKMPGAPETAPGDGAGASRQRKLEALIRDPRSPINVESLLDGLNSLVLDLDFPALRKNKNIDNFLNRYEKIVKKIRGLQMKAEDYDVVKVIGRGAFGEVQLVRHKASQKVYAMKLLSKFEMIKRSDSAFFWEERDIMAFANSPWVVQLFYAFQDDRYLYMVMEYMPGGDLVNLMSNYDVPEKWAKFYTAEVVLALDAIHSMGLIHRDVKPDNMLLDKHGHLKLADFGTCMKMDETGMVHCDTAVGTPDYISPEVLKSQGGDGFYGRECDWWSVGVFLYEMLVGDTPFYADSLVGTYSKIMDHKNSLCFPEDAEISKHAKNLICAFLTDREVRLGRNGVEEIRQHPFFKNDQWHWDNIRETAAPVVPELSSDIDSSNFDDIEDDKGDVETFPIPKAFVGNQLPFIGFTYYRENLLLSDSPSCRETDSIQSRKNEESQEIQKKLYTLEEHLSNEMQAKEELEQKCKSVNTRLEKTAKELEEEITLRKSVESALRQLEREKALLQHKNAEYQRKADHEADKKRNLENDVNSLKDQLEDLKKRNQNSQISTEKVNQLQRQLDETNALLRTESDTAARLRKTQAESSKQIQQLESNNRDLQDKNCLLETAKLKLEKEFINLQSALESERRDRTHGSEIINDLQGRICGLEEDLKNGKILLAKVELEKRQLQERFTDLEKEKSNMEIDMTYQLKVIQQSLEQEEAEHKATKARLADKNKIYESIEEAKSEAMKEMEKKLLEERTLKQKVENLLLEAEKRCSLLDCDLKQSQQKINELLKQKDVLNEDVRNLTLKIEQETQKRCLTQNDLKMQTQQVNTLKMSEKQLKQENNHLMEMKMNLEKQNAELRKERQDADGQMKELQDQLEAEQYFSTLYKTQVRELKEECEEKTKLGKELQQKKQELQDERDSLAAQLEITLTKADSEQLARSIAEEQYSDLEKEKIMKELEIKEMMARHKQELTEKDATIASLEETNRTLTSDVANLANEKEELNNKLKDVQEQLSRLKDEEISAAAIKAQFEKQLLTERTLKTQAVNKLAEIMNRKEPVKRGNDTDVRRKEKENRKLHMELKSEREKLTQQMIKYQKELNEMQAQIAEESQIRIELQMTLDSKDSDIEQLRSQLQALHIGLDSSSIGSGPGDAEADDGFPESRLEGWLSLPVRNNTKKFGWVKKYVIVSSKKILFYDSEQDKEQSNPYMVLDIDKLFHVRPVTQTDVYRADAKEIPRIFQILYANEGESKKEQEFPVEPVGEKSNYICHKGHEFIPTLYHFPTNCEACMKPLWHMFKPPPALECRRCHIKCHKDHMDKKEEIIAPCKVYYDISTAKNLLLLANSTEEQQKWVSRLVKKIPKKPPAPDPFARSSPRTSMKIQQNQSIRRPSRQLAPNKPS
* marks the source's active call; other numbers are inactive results; . = not tested or not shown. Unless noted, no stated cut-off is given here; in the data, active means inhibition above about 20% (passing the limit was not always enough); inactive means the rest.

Below each SMILES – PKA kinase inh	JNK3 blocker	CatL inh	CatS block	FXIIa mix inh	Cathepsin G inh	FXIa inh mix	C1s inh	ROCK2 blocker
#1 COC(=O)C(C(=O)Nc1cc(C)on1)C1CCCCCC1 (centres undefined)
    7	-3	3	8	2	22	36	6	4
#2 COc1cccc(-c2nnc(SCC(=O)Nc3ccc(OC)c(OC)c3)n2N)c1
    5	0	-1	1	-1	0	3	1	4
#3 COCCn1nnnc1C(C(C)C)N(Cc1cccnc1)Cc1cc2cc(OC)ccc2[nH]c1=O (centres undefined)
    5	-6	6	-4	12	6	5	2	0
#4 COc1ccccc1N1CCN(C(=O)c2ccc(S(=O)(=O)N3CCCCC3)cc2)CC1
    9	-2	14	12	2	8	6	11	1
#5 CCOC(=O)c1[nH]c2cc3c(cc2c1NC(=O)CN1CCCCC1C)OCO3 (centres undefined)
    7	-7	-95	.	.	.	.	.	5
#6 COc1cc(OC)cc(C(=O)Nc2cc(NC(=O)c3ccco3)ccc2OC)c1
    6	.	-9	7	3	9	5	-4	.
#7 Cc1cc(NC(=O)c2cc(-c3ccncc3)nc3c(C)cccc23)no1
    14	2	1	16	-1	-2	6	-8	4
#8 CC(=O)N1CCN(CCN=CC2=C(O)CC(c3ccc(Cl)cc3)CC2=O)CC1 (centres undefined)
    -8	-6	-10	38	-2	9	8	12	0
#9 CC(C)(C)c1ccc(C(=O)CSc2ncn[nH]2)cc1
    8	-4	14	8	6	0	13	2	7
#10 c1csc(-c2nn3c(-c4ccncc4)nnc3s2)c1
    4	7	4	2	4	-1	3	0	8
#11 CCCCNc1ncnc2c1cnn2-c1ccc(C)cc1C
    1	0	.	-3	-4	7	4	4	-2
#12 OCCNCC(O)Cn1ccc2ccccc21 (centres undefined)
    -9	-6	9	34	7	7	9	-2	-9
#13 Cc1ccc2nc(CSc3nnc(Cc4cccs4)n3C3CCCCC3)cc(=O)n2c1
    6	.	11	8	1	2	4	-1	.
#14 CCn1c(SCC(N)=O)nnc1-c1ccc2[nH]c(C)c(C)c2c1
    9	1	14	-8	-16	4	4	-4	5
#15 CCOc1ccc2nc(N3CCCN(C(=O)Nc4ccccc4C)CC3)c(C#N)cc2c1
    8	0	-5	5	-1	-2	0	-4	5
#16 O=C(NCc1ccco1)C1c2ccccc2Oc2ccccc21
    5	4	12	8	4	1	-7	-35	6
#17 Cn1c(=N)n(CC(O)c2cccc3ccccc23)c2ccccc21 (centres undefined)
    8	1	8	1	2	-5	2	3	-5
#18 Cc1ccc(-c2noc(CCC(=O)NCCc3ccccc3Cl)n2)cc1
    9	-3	1	-3	-14	6	-4	-2	8
#19 O=S(=O)(CCCc1ccccc1)c1ncn[nH]1
    -3	5	-15	-6	-1	-1	7	3	6
#20 C=CCn1c(COc2ccc(Cl)cc2)nnc1SCc1ccc(C#N)cc1
    10	-1	22	0	1	-4	-9	-24	5
#21 Cc1ccc(S(=O)(=O)Cc2csc(N)n2)cc1
    -1	-2	-1	7	-15	1	1	-7	-1
#22 COc1cc(C(=O)OCC(=O)N2CCCC2)cc(OC)c1OC
    12	0	13	-5	5	8	3	16	3
#23 CC(CCc1ccco1)NC(=O)CSc1cc(=O)n(C)c2ccccc12 (centres undefined)
    11	3	0	-4	1	-3	6	-19	6
#24 CCC(=O)Nc1nc2ccc3nc(C)sc3c2s1
    3	5	8	2	9	9	4	13	7
#25 O=C(CN1C(=O)CCS(=O)(=O)c2ccccc21)Nc1cccc(Cl)c1
    1	.	-13	-3	-11	10	5	9	.
#26 O=C(O)c1cc2c(ccc3ccccc32)[nH]1
    5	-1	6	0	11	2	7	2	11
#27 Cn1c(=O)c2c(nc(SCCN3CCCCC3)n2Cc2ccc(Cl)cc2)n(C)c1=O
    2	1	-4	.	.	.	.	.	-5
#28 O=C(NCCN1CCCC1)c1cc(-c2ccncc2)nc2ccc(S(=O)(=O)N3CCOCC3)cc12
    4	0	14	0	6	6	4	20	5
#29 CCOC(=O)c1c(NC(=O)OC)sc2c1CCC2
    6	1	20	11	3	6	-4	-35	8
#30 COc1ccc(Oc2nc(C)nc3c2oc2ccccc23)cc1
    2	-1	2	1	-16	1	5	5	2
#31 Cc1nn(C(=O)c2ccco2)c(C)c1CN1C(=O)c2ccccc2C1=O
    4	-1	1	14	8	-5	0	2	5
#32 Cc1nc(NCC2CCCO2)nc2c1C(=O)CC(C)(C)C2 (centres undefined)
    8	-7	14	1	9	6	6	8	4
#33 O=C(CCNC(=O)Cn1cnc2ccccc2c1=O)NCCC1=CCCCC1
    3	4	-2	0	3	4	-1	0	6
#34 CS(=O)(=O)N1CCN(c2ccccc2NC(=O)c2ccc(Cl)cc2)CC1
    10	-4	5	-3	-7	-6	-12	-83	6
#35 CCOC(=O)CCc1nn(C)c(=O)c2ccccc12
    6	.	.	13	3	13	-2	0	.
#36 Cc1nnc(SCC(=O)Nc2ccc(Cl)cn2)n1Cc1ccccc1
    7	-8	8	5	4	7	-2	4	12
#37 O=C(CSc1nnc2sc3ccccc3n12)NCc1ccc2c(c1)OCO2
    2	-8	1	-2	7	4	5	-1	0
#38 Cc1nc(NCCN2CCOCC2)c2nnn(Cc3ccccc3Cl)c2n1
    1	-2	-3	-13	7	2	4	-4	0
#39 O=C(NCCSc1c[nH]c2ccccc12)c1ccc(Br)o1
    4	-9	29	3	1	26	0	-12	3
#40 Cn1c(=O)cc(SCC(=O)NCC2COc3ccccc3O2)c2ccccc21 (centres undefined)
    4	-5	-1	0	4	-13	0	-26	-1
#41 Nc1cc(=O)nc(SCc2ccccc2)n1Cc1ccco1
    4	7	6	16	7	8	8	8	3
#42 c1ccc(-n2nnnc2N2CCOCC2)cc1
    -3	-7	4	16	-17	10	5	17	1
#43 COC(=O)c1c(S(N)(=O)=O)c2ccccc2n1C
    11	0	-8	-4	2	-4	2	-4	8
#44 CCOC(=O)c1cnn(-c2ccccn2)c1N
    -3	5	3	1	18	9	7	18	10
#45 Cc1ccc(S(=O)(=O)Nc2cc(C(=O)O)ccc2N2CCCCC2)cc1
    -3	.	-5	8	-19	14	5	19	.
#46 CC1CC(C)CN(CCCNC(=O)Cn2ncc3c(=O)oc4ccccc4c32)C1 (centres undefined)
    12	-1	.	-2	2	1	2	0	6
#47 CC1CCc2nn(CC(=O)N3CCN(C(=O)c4ccco4)CC3)cc2C1 (centres undefined)
    -2	4	13	0	9	11	2	4	6
#48 O=C(OC1CCOC1=O)c1ccc(-c2nc3ccccc3s2)s1 (centres undefined)
    -2	-2	-39	10	-8	22	15	3	-3
#49 CCCCCOC(=O)CSc1nc2c(c(=O)[nH]c(=O)n2C)n1Cc1ccc(Cl)cc1
    5	3	-1	-2	0	1	6	4	-2
#50 CCc1ccccc1NC(=O)c1nnn(CC(=O)Nc2ccccc2C)c1N
    8	-3	.	-2	9	3	6	-39	4
#51 O=C(NCCCN1CCN(CCCNC(=O)c2ccc3c(c2)OCO3)CC1)c1ccc2c(c1)OCO2
    -3	-1	0	-10	-9	-3	2	-39	-4
#52 Cc1ccc(C(=O)CSc2nnc(Cn3nnc4ccccc43)n2C)cc1
    -8	-4	8	0	8	-2	1	3	-6
#53 CN(C)CCCN1C(=O)C(=O)/C(=C(/O)c2ccc3c(c2)OCCO3)C1c1ccccn1 (centres undefined)
    11	-1	2	-3	8	-3	-1	-1	6
#54 COC(=O)CCc1c(C)[nH]c(=S)[nH]c1=O
    0	0	3	.	.	.	.	.	-8
#55 Cc1ccc(-c2csc(N3CCC(NS(=O)(=O)c4ccc5c(c4)OCCO5)CC3)n2)cc1
    10	-2	24	1	-3	10	-3	-16	5
#56 O=C(NC(Cc1c[nH]c2ccccc12)C(=O)O)c1ccccc1 (centres undefined)
    1	-8	10	5	8	5	-7	-17	7
#57 COCCCNC(=O)Cn1ncc2c(=O)oc3ccccc3c21
    6	2	12	0	1	8	4	3	5
#58 Cc1csc(NC(=O)c2cc3c(s2)CCC3)n1
    -3	.	.	2	4	-3	2	-11	.
#59 Cc1cccc(-n2nnc(C(=O)NC3CCCc4ccccc43)c2N)c1 (centres undefined)
    12	-3	8	-7	-18	24	15	13	6
#60 Cc1ccc(NC(=O)CCC(=O)OCCCC(F)(F)C(F)(F)F)cc1
    5	-2	8	4	-13	7	-5	6	-7

(next part)
Below each SMILES – PKA kinase inh	JNK3 blocker	CatL inh	CatS block	FXIIa mix inh	Cathepsin G inh	FXIa inh mix	C1s inh	ROCK2 blocker
#61 CN(C)/C=N/c1c(C#N)cnn1-c1nc2ccccc2s1
    -1	.	-4	6	8	1	7	4	.
#62 COC(=O)c1ccc(CN(c2ccccc2OC)S(=O)(=O)c2cccs2)o1
    6	-2	14	5	-13	3	-8	-23	5
#63 CC1CCCC(NS(=O)(=O)c2ccc3c(c2)OCCO3)C1C (centres undefined)
    0	9	.	2	10	12	6	16	3
#64 O=S(=O)(c1ccccc1)c1nc(-c2ccco2)oc1NCCCn1ccnc1
    -3	-3	-9	-5	1	0	9	-10	-2
#65 CCN(CC)C(=O)C1CC(=O)N(c2ccc(F)c(Cl)c2)C1 (centres undefined)
    -4	-2	0	6	-1	18	9	2	0
#66 CCC(NC(=O)Nc1cc(OC)c(OC)c(OC)c1)(C(F)(F)F)C(F)(F)F
    4	-3	10	9	10	-2	6	-72	6
#67 CSc1nnc(Cn2c(=O)sc3ccccc32)n1C
    -3	6	-3	-2	-15	7	1	-7	2
#68 Cc1cc(C)n2nc(NCc3cccc(Br)c3)nc2n1
    3	4	-9	4	2	-2	-8	-11	0
#69 CCc1cc2c(=O)c(-c3nc4ccccc4n3C)c(C)oc2c(CN2CCN(C)CC2)c1O
    11	-5	-16	-10	-4	4	0	-40	12
#70 OCCCc1nc2ccccc2n1CCc1ccccc1
    4	-3	10	.	.	.	.	.	8
#71 Cc1ccccc1-n1ncc2c(SCC(=O)NCc3cccs3)ncnc21
    8	-1	19	8	3	7	5	6	2
